Source: PubChem BioAssay
GDH-TPI counter = inhibits GDH-TPI coupling enzymes, artifact for Mtb FBA screen | GDH-TPI coupled enzyme counterscreen, NADH absorbance | actives 1.2% (n = 360,000) | inhibition, % at 4.8 µM; in the data active = inhibition above about 30%;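 note: 0% = DMSO wells and 100% = wells lacking the enzyme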
UGM FP inh = inhibitors of M. tuberculosis UDP-galactopyranose mutase | P9WIQ1 | purified UGM, fluorescence polarization probe displacement | inhibition, % at 10 µM | actives 0.06% (n = 320,000) | AID 504406; in the data active = inhibition above about 10%, passing the limit was not always enough; inconclusive = no clear call, values can overlap the other calls
Target sequence (P9WIQ1 whole entry, looked up): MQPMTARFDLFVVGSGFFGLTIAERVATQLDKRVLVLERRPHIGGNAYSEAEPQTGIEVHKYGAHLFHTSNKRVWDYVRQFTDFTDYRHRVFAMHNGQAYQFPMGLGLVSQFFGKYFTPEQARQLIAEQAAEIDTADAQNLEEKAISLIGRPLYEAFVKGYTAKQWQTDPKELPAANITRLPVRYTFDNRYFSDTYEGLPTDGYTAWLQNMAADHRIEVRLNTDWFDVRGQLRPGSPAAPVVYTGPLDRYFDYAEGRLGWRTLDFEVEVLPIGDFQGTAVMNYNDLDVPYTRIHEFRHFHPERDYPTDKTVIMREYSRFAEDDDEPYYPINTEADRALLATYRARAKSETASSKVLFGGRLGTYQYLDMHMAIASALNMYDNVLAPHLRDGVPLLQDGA
FBA Mtb inh = Mtb fructose-bisphosphate aldolase inhibition | inhibition, % at 1 µM | purified M. tuberculosis FBA, fluorescence read-out | P9WQA3 | actives 2.3% (n = 360,000); in the data active = inhibition above about 27%;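 note: 0% = vehicle and 100% = reference inhibitor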
MazF activator = increases E. coli MazEF RNase cleavage of RNA; P0AE70; FAM/BHQ RNA-DNA oligo cleavage fluorescence, 5 h; activation, % at 20 µM; actives 0.32% (n = 350,000); AID 504720; in the data active = activation above about 50%
Target sequence (P0AE70 whole entry, looked up): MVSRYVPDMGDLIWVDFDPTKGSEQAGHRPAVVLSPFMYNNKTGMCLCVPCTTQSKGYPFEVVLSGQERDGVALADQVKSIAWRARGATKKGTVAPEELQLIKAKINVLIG
BoNT-F LC inh = inhibitors of Botulinum neurotoxin F light chain protease. Multiplex microsphere protease cleavage assay, flow cytometry. inhibition, % at 10 µM. actives 0.22% (n = 360,000). AID 588497; in the data active = inhibition above about 35%, passing the limit was not always enough; inconclusive = no clear call, values can overlap the other calls; note: plate controls were buffer without enzyme for full effect and enzyme alone for no effect
Rv3671c protease = inhibitors of M. tuberculosis serine protease Rv3671c. inhibition, % at 5.96 µM. actives 0.048% (n = 320,000). P9WHR9. AID 2606; in the data active = inhibition above about 38%;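 note: extracellular domain of Rv3671c used as enzyme; 0% = enzyme with DMSO and 100% = no enzyme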
Target sequence (P9WHR9 whole entry, looked up, the tested form may be a part): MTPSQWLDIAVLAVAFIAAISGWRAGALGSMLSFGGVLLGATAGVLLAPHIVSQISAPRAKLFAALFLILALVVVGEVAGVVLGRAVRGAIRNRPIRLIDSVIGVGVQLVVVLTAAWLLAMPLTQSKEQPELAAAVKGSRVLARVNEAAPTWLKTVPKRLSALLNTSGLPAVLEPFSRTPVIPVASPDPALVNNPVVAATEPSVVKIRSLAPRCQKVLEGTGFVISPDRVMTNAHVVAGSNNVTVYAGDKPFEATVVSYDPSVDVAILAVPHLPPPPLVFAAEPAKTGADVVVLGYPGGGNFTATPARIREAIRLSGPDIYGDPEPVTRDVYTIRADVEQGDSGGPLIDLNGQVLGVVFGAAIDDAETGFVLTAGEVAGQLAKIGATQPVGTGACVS
BioA inh = BioA (M. tuberculosis) enzyme inhibition | purified M. tuberculosis BioA enzyme, plate reader | inhibition, % at 9.99 µM | actives 0.096% (n = 360,000) | AID 602481; in the data active = inhibition above about 40%; inconclusive = no clear call, values can overlap the other calls
PrPC TRFRET = inhibitors of human cell surface prion protein PrPC. inhibition, % at 13.8 µM. TR-FRET read-out. actives 0.43% (n = 370,000). P04156; in the data active = inhibition above about 24%; note: 0% = median of the test wells and 100% = reference compound wells
FadD28 FP inh = M. tuberculosis FadD28 bisubstrate binding inhibition; actives 0.22% (n = 360,000); inhibition, % at 12.5 µM; FadD28 bisubstrate probe binding, fluorescence polarization; in the data active = inhibition above about 8.5%, passing the limit was not always enough; inconclusive = no clear call, values can overlap the other calls
Starred values were filed as active, the others as inactive; ? = inconclusive; / = no result given; & = joins results of further samples. The order is random. About 4.8% of those tested had a hit in this group.

The line under a structure holds: GDH-TPI counter, UGM FP inh, FBA Mtb inh, MazF activator, BoNT-F LC inh, Rv3671c protease, BioA inh, PrPC TRFRET, FadD28 FP inh
> CCN(CC)CCN1C(=O)C(O)=C(C(C)=O)C1c1ccc(OC)c(OC)c1 (stereo not given)
    6.0, 0.8, 1.9, 0.8, 7.1, -10.8, -1.0, 0.1, -1.3
> CCC(C)n1cnc2c(=O)oc3ccccc3c21 (stereo not given)
    11.1, 2.9, -0.3, 3.3, -10.1, -2.9, 1.6, -2.1, 0.6
> S=c1[nH]nc(-c2ccccc2)n1/N=C/c1c[nH]c2ccccc12
    12.0, -1.0, 0.7, -8.7, 0.6, -4.7, -2.2, -1.7, -1.2
> CCN(CC)CCNC(=O)c1ccc2c(c1NCCO)C(=O)c1ccccc1C2=O
    0.0, 0.9, -1.2, 10.3, /, -25.6, -0.3, 7.8, 0.7
> Cc1cccnc1N1C(=O)c2ccc(C(=O)O)cc2C1=O
    -2.1, -0.2, 3.9, 15.9, -18.3, -6.1, -0.8, 5.4, -1.1
> N#CC1=C(S)N(c2ccccc2)C(c2ccc(-c3cc(Cl)ccc3Cl)o2)NC1=O (stereo not given)
    11.7, 2.2, -4.4, 1.0, 2.8, -4.0, /, 0.8, 0.0
> O=c1[nH]c(=O)n(Cc2ccccc2)c2c1C(C(F)(F)F)(C(F)(F)F)N=C(c1ccco1)N2
    18.7, 3.0, 1.2, 4.2, -0.4, -4.6, -0.4, 10.7, -0.9
> COc1ccc(F)cc1S(=O)(=O)NCC(c1ccco1)N1CCc2ccccc2C1 (stereo not given)
    4.3, 1.6, -1.4, 1.6, -2.1, -9.6, /, -1.5, -3.5
> O=C(Nc1ccccc1F)c1ccc([N+](=O)[O-])s1
    10.3, -0.8, 3.3, 0.8, -7.2, 6.7, /, -32.6, -0.9
> CCCn1nc2cc(C(=O)NC3CCc4ccccc43)ccc2c1OCC (stereo not given)
    0.5, -3.2, 39.5*, -2.4, -6.7, 2.0, -1.0, -1.1, -2.3
> O=Cc1cc(OCc2ccccc2)ccc1[B-](F)(F)F
    10.0, /, 5.0, -7.4, 1.8, /, 0.7, 11.1, 0.8
> CCCN1CCc2nc(SCC(=O)Nc3ccc(C)c(Cl)c3)[nH]c(=O)c2C1
    21.1, -1.4, 4.1, -9.6, 3.4, -6.2, 4.6, -11.7, -0.6
> NC(=O)c1cc2ccccc2o/c1=N\NC(=O)c1ccco1
    12.2, -0.6, 4.1, 0.3, -10.3, 3.1, /, -19.5, -1.5
> CC1(C(=O)NCc2ccccc2)CCC(=O)N1CCc1c[nH]c2ccccc12 (stereo not given)
    /, /, -1.9, /, 9.1, /, -3.0, -8.3, -0.7
> COc1ccccc1NC(=O)c1ccc(NC(=O)CSc2nc(N)cc(=O)[nH]2)cc1
    -3.9, -2.6, 0.8, 5.6, ?, -10.7, -0.5, 1.1, -4.0
> C/C(N)=C(/C#N)C(=O)COC(=O)CNS(=O)(=O)c1ccc(C)cc1
    -3.8, 2.1, -4.2, 2.5, -3.4, -3.4, 0.0, -2.6, -4.0
> O=C(O)c1cccnc1Cl
    0.0, 1.3, -0.3, 0.3, -0.8, 2.4, /, 3.6, -0.6
> N#Cc1ccccc1NC(=O)COC(=O)CSc1nc2ccccc2o1
    8.4, 1.1, 0.4, 6.8, 4.6, -1.3, -0.8, -0.6, -0.2
> Cc1ccc2c(c1)CCCN2C(=O)NC1CCCCC1
    -5.2, -3.0, 0.5, 5.2, 6.5, -7.5, /, 6.4, 0.1
> COc1ccc(C(CC(=O)O)NC(=O)c2ccco2)cc1 (stereo not given)
    -13.8, 0.1, 0.9, 0.5, -1.3, -1.4, -0.3, -8.0, -2.2
> CCCC(=O)N/N=C1\CS(=O)(=O)N(C)c2ccsc21
    22.6, 3.9, -0.5, -7.3, 0.2, -6.5, -0.9, -4.2, 0.0
> O=C1CC(c2ccccc2)=NN1c1nc(-c2ccccc2)cs1
    4.2, -0.6, -2.8, 9.4, 4.0, 4.2, /, 1.8, 1.1
> OCC[C@H]1C[C@@H](O)[C@H](O)[C@]2(Cc3ccccc3CCO2)O1
    -6.2, -0.4, 0.5, 0.7, 4.5, 0.7, -1.4, 3.4, -5.0
> CNC(=O)CN1C(=O)NC2(CCc3ccccc32)C1=O (stereo not given)
    1.9, -2.8, -6.2, -5.9, 1.9, -14.6, -0.7, -2.8, -0.6
> COc1ccc(-c2csc(CCN3N=C(C)CC3=O)n2)cc1
    4.8, 0.8, 0.3, -3.3, 0.6, -5.1, 0.0, -2.1, -0.3
> COc1ccccc1/C=C1\SC(=O)N(CC(=O)NCCCn2ccnc2)C1=O
    2.3, -1.4, 3.0, 6.8, 1.5, 1.0, 0.8, 1.2, 0.3
> Cc1ccc(NC(=O)CSc2nnc3n2CCCCC3)cc1
    6.5, -5.2, 5.0, 12.1, -9.2, 1.7, /, 9.0, -1.0
> O=C(O)/C(=C\c1cccs1)c1ccc(F)cc1
    5.2, 8.9, -0.6, 1.3, 3.0, 1.8, 0.4, -3.2, -5.0
> O=C(COC(=O)C1=NN(c2ccccc2)C(=O)CC1)Nc1ccc([N+](=O)[O-])cc1C(F)(F)F
    10.5, 0.9, -0.1, -0.7, 0.9, -2.2, -1.1, -31.0, -2.6
> COC(=O)C(C)N(c1ccc(OC)cc1)S(C)(=O)=O (stereo not given)
    0.9, -0.7, 1.0, 14.8, -0.7, 0.1, /, -2.0, -0.6

A section of the results above, for reference:
The line under a structure holds: GDH-TPI counter, UGM FP inh, FBA Mtb inh, MazF activator, BoNT-F LC inh, Rv3671c protease, BioA inh, PrPC TRFRET, FadD28 FP inh
> CCCC(=O)N/N=C1\CS(=O)(=O)N(C)c2ccsc21
    22.6, 3.9, -0.5, -7.3, 0.2, -6.5, -0.9, -4.2, 0.0
> O=C1CC(c2ccccc2)=NN1c1nc(-c2ccccc2)cs1
    4.2, -0.6, -2.8, 9.4, 4.0, 4.2, /, 1.8, 1.1

Back to the main list with the 5 entries that preceded the break.
The line under a structure holds: GDH-TPI counter, UGM FP inh, FBA Mtb inh, MazF activator, BoNT-F LC inh, Rv3671c protease, BioA inh, PrPC TRFRET, FadD28 FP inh
> COc1ccccc1/C=C1\SC(=O)N(CC(=O)NCCCn2ccnc2)C1=O
    2.3, -1.4, 3.0, 6.8, 1.5, 1.0, 0.8, 1.2, 0.3
> Cc1ccc(NC(=O)CSc2nnc3n2CCCCC3)cc1
    6.5, -5.2, 5.0, 12.1, -9.2, 1.7, /, 9.0, -1.0
> O=C(O)/C(=C\c1cccs1)c1ccc(F)cc1
    5.2, 8.9, -0.6, 1.3, 3.0, 1.8, 0.4, -3.2, -5.0
> O=C(COC(=O)C1=NN(c2ccccc2)C(=O)CC1)Nc1ccc([N+](=O)[O-])cc1C(F)(F)F
    10.5, 0.9, -0.1, -0.7, 0.9, -2.2, -1.1, -31.0, -2.6
> COC(=O)C(C)N(c1ccc(OC)cc1)S(C)(=O)=O (stereo not given)
    0.9, -0.7, 1.0, 14.8, -0.7, 0.1, /, -2.0, -0.6
> CCC(C)NCCOCCOc1ccc(Cl)c2ccccc12 (stereo not given)
    2.4, -0.1, 4.2, 17.8, -9.2, 3.5, 1.0, -8.9, -4.2
> O=C(CN1C(=O)NC2(CCOc3ccccc32)C1=O)c1ccc(Cl)cc1 (stereo not given)
    0.0, 2.2, -0.9, 6.4, -10.4, -4.2, -0.8, -6.0, 16.3*
> N/C(=N\OC(=O)/C=C/c1ccccc1)c1ccc(Cl)cc1
    0.0, 3.8, 2.2, 9.2, /, -9.6, 0.4, 7.6, -0.3
> O=C(O)C1OC(C(=O)O)C2C1C(F)(F)C2(F)F (stereo not given)
    -0.4, -1.5, -0.6, 3.7, 7.9, 4.4, 1.1, -2.8, -2.9
> CC(O)c1nc2ccccc2n1CCCc1ccccc1 (stereo not given)
    2.5, -0.2, 0.3, -7.4, 20.4, -6.4, 2.0, 2.1, -1.8
> COc1cccc(NC(=O)CC2C(=O)NC3CCCCC3N2C(=O)c2ccc(F)cc2)c1 (stereo not given)
    -7.1, -0.7, 1.5, 5.7, 7.4, -3.8, 3.4, -6.2, -0.5
> NC(=O)CC(NC(=O)c1cccc(Br)c1)c1ccc(N2CCN(c3ccc(F)cc3)CC2)c([N+](=O)[O-])c1 (stereo not given)
    11.4, -1.5, 1.6, 1.0, -0.1, -2.5, -8.0, -1.5, -0.7
> C[n+]1ccccc1/C=N/O
    15.9&9.2, 2.2&2.4, 2.4&-1.4, 2.1&0.4, -8.1&-2.5, 0.8&-1.2, -0.2&-0.3, -0.7&-1.0, -2.2&-1.1
> CC(=O)Oc1ccc(/C=C2/SC(=S)N(Cc3ccccc3)C2=O)cc1
    3.5, -3.7, 1.4, 33.0, 10.8, 2.2, -0.5, 1.7, 0.1
> COc1ccc(N2CC(NC(=O)NCCC(C)C)CC2=O)cc1 (stereo not given)
    5.7, -2.3, -2.3, -20.0, 1.3, -2.5, /, 3.5, -2.0
> COc1ccccc1CNC(=O)C1CCCN(c2cnccn2)C1 (stereo not given)
    1.7, -0.8, 6.3, 3.2, /, 0.1, 2.2, -6.8, 1.2
> CC(=NOC(=O)c1ccc(F)cc1)c1nccs1
    6.2, /, -0.6, /, -7.3, /, 0.1, -5.2, -3.1
> Cc1cc(NC(=O)CSc2ccc(-c3cccc([N+](=O)[O-])c3)nn2)no1
    -3.1, 0.5, -2.4, 3.8, 1.6, -3.3, -0.1, -6.9, -3.4
> COc1ccc(CN(C)C(=O)Cc2ccc(S(=O)(=O)N3CCOCC3)s2)cc1OC
    -0.3, 0.6, 1.0, 6.5, -4.6, 4.2, -0.5, 12.4, -0.6
> Fc1ccc2cnc(-c3ccccc3)c(-c3cc(C(F)(F)F)cc(C(F)(F)F)c3)c2c1
    17.9, -1.2, 0.7, -47.5, -4.7, -8.9, -2.2, 0.8, -5.5
> COc1cc(OC)cc(-c2cc3ncccc3cn2)c1
    2.6, 0.1, 1.6, 2.0, 2.7, 0.0, 3.6, -10.6, -5.5
> O=C(Nc1ccc(Nc2ccccc2)cc1)C(Cl)Cl
    3.4, -0.9, -2.2, 2.7, -35.1, 16.1, /, 0.9, -0.4
> O=C1N=C(N2C=CC(=C3C=CNC=C3)C=C2)/C(=C/N=NC(=O)c2ccccc2)S1
    10.1, -3.8, -7.0, 9.2, 5.2, 9.9, -0.3, -104.0, -0.7
> CCN(CC(=O)NCc1ccncc1)S(=O)(=O)c1ccccc1
    -2.3, 3.1, -0.5, -0.1, -3.9, -3.2, -1.2, 1.1, 0.3
> CC1=C(C(=O)N(C)C)CC(CC(=O)NCCCN(C)C)C(=O)N1Cc1ccc(C(C)(C)C)cc1 (stereo not given)
    -5.7, /, 2.1, 6.5, -4.1, /, 1.8, -2.7, -2.8
> CNc1cnn(-c2ccc(C)cc2)c(=O)c1Cl
    10.1, -0.5, -6.4, -1.0, 10.9, -1.6, -0.2, -1.5, -3.7
> CN(C)S(=O)(=O)c1cccc(NC(=O)C(c2ccccc2)c2ccccc2)c1
    -3.4, 0.7, -1.1, -3.4, 1.9, -38.6, -0.6, 10.9, -1.0
> COc1ccc(OCC(=O)NCc2ccc(Cl)cc2)cc1
    -4.1, -0.3, -1.6, 2.0, -10.4, 3.4, -0.2, 10.4, -1.2
> COCCN1CN=C(Nc2nc3ccccc3s2)NC1
    -3.4, -1.5, -6.2, 2.8, -10.6, 0.4, 0.7, -0.2, -2.3
> O=C(Nc1ccc(S(=O)(=O)NC2=NCCCCC2)cc1)c1ccccc1Cl
    -8.1, 0.8, -0.8, -7.1, -5.2, 6.4, 1.1, 9.2, -2.9
> COc1ccccc1-c1nnc(SCc2ccccn2)n1C
    5.5, 5.2, -1.9, 2.6, -9.9, 0.2, /, -2.7, 0.0
> CCC1CN1P1(=O)OCC(C)([N+](=O)[O-])CO1 (stereo not given)
    3.5, /, 1.3, -9.5, -5.0, /, /, 11.2, -2.5

2 entries drawn at random from those above, as already listed:
The line under a structure holds: GDH-TPI counter, UGM FP inh, FBA Mtb inh, MazF activator, BoNT-F LC inh, Rv3671c protease, BioA inh, PrPC TRFRET, FadD28 FP inh
> CCC(C)NCCOCCOc1ccc(Cl)c2ccccc12 (stereo not given)
    2.4, -0.1, 4.2, 17.8, -9.2, 3.5, 1.0, -8.9, -4.2
> O=C(Nc1ccc(S(=O)(=O)NC2=NCCCCC2)cc1)c1ccccc1Cl
    -8.1, 0.8, -0.8, -7.1, -5.2, 6.4, 1.1, 9.2, -2.9
